Compound activity (PubChem)
CHRM1 antagonist = human M1 muscarinic receptor antagonists, primary screen, CHO-K1 cells, Fluo-8 calcium fluorescence, 1536-well; CHO-K1 hM1, ACh EC80 antagonist; inhibition, % at 3 µM; hit rate 1.3% among 360,000; AID 588852, 2011;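 active = percent inhibition above its own plate's cutoff, namely the mean of that plate's compound wells plus 3 SD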;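 note: peak over basal fluorescence ratio during 140 s after agonist addition; 0% = ACh EC80 plus DMSO and 100% = DMSO alone without agonist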
Target sequence (P11229 whole entry, looked up): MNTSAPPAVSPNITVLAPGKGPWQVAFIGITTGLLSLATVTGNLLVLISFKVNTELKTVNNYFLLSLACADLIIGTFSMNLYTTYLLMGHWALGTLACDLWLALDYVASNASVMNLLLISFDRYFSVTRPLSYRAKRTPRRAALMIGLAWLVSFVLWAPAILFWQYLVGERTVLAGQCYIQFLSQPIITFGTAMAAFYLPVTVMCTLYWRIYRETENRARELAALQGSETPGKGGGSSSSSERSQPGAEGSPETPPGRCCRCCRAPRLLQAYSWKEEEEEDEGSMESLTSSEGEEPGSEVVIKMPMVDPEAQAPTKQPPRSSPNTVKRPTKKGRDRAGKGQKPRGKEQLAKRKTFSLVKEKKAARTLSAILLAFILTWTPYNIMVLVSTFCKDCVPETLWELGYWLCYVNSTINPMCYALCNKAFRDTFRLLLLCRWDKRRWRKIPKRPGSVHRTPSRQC
TAAR1 antag = human TAAR1 antagonists, primary screen, Fluo-8 calcium fluorescence, CHO RD-HGA16 cells. antagonist. inhibition, % at 3 µM. AID 624466, 2012. hit rate 1.5% among 360,000;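 active = inhibition above a per-plate cutoff, the mean inhibition of test compounds on that plate plus 3 SD, cut at about 49% in these data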;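 note: 0% = DMSO plus EC80 beta-PEA response and 100% = DMSO alone without agonist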
Target sequence (Q96RJ0 whole entry, looked up): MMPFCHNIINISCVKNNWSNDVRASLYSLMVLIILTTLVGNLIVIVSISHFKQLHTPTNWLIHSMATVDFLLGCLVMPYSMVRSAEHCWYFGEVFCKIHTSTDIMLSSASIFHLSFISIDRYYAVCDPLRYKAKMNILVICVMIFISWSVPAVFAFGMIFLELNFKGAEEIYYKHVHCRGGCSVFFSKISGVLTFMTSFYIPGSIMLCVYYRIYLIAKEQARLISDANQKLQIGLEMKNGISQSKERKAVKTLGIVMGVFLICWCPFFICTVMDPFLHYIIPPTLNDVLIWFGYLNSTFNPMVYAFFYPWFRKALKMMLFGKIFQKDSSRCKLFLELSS
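Test system – hTAAR1-expressing CHO RD-HGA16 cells, Gα16-coupled · Reagent – β-PEA at EC80 concentration, post-compound challenge · Compound dosing – 3 µM, single point · Timing – 140 s kinetic read after compound, 140 s after agonist · Detection – Fluo-8 intracellular calcium dye fluorescence, real-time kinetic reads · Control set – DMSO and EC80 PEA controls · Repeats – n of 1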
CHRM1 agonist = human M1 muscarinic receptor agonists, primary screen, Fluo-8 calcium fluorescence, CHO-K1 cells, HTS. AID 588814, 2011. CHO-K1 hM1, agonist mode; 0% DMSO, 100% acetylcholine EC100. Muscarinic acetylcholine receptor M1 (Homo sapiens), P11229. hit rate 0.33% among 360,000. activation, % at 3 µM;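 active = activation above the run's mean compound activation plus 3 SD, cut at about 16% in these data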;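 note: peak over basal fluorescence ratio within a 140 s kinetic read after compound addition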
CHRM1 PAM = human M1 muscarinic receptor positive allosteric modulators, primary screen, CHO-K1 cells, Fluo-8 calcium fluorescence, 1536-well. Muscarinic acetylcholine receptor M1 (Homo sapiens), P11229. AID 588819, 2011. CHO-K1 hM1, ACh EC20; 0% = ACh EC20, 100% = maximal ACh. activation, % at 3 µM. hit rate 0.088% among 360,000; in the data active = activation above about 19%, passing the limit was not always enough
CHO-K1 Ca antag = counter-screen for M1 antagonists: effect in parental CHO-K1 cells; ATP-induced calcium, Fluo-8 fluorescence; inhibition, % at 3 µM; hit rate 0.6% among 360,000;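 active = inhibition above a per-plate cutoff, the plate's mean sample inhibition plus 3 SD, cut at about 24% in these data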;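 note: 0% = DMSO plus EC80 ATP and 100% = DMSO alone without ATP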
TAAR1 ag = human TAAR1 agonists, primary screen, Fluo-8 calcium fluorescence, CHO RD-HGA16 cells; vehicle wells 0%, saturating PEA agonist 100%; hit rate 0.99% among 360,000; AID 624467, 2012; Trace amine-associated receptor 1 (Homo sapiens), Q96RJ0; activation, % at 3 µM;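 active = activation above the mean activation of all test compounds in the run plus 3 SD, cut at about 38% in these data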
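System: CHO-derived RD-HGA16 cells with stable Gα16 and human TAAR1 / Times: 17-24 h plating, Fluo-8 75 min 37 °C, 30 min RT / Technique: calcium-sensitive Fluo-8 signal, excitation 470-495, emission 515-575 nm / Measure: % activation relative to PEA EC100 response / Benchmarks: DMSO and PEA EC100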
CHO-K1 Ca PAM = nonselective calcium activators in parental CHO-K1 cells, primary screen, counter-screen for M1 PAM project, cell-based, Fluo-8 calcium fluorescence, full deck, 1536-well; activation, % at 3 µM; hit rate 0.02% among 360,000; ATP EC20; 0% at ATP EC20, 100% at ATP max;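 active = activation above the run cutoff, the mean activation of all test compounds plus 3 SD, cut at about 40% in these data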;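 note: peak over basal fluorescence ratio in a 140 s read after ATP addition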
CHO-K1 Ca ag = counter-screen for M1 agonists: effect in parental CHO-K1 cells; Fluo-8 calcium fluorescence; scaled to maximal ATP response, vehicle zero; activation, % at 3 µM; hit rate 0.48% among 360,000; AID 602248, 2012; in the data active = activation above about 15%;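 note: untransfected CHO-K1 host cells lacking M1 receptor as counterscreen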
CHO parental Ca = ATP-evoked calcium signal inhibitors, parental CHO, primary screen, counter-screen for OX1R antagonist project, cell-based, fluorescence, Fluo-8 calcium dye | hit rate 0.63% among 330,000 | parental CHO-K1, ATP-induced calcium, Fluo-8 fluorescence | inhibition, % at 5.6 µM;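 active = inhibition above that plate's mean sample inhibition plus 3 SD, cut at about 26% in these data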;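 note: 0% = ATP-challenged DMSO wells and 100% = DMSO wells without ATP; some compounds past the cut are filed as inactive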
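Material – parental CHO cells · Reagent – ATP stimulus · Compound – single nominal dose of 5.6 µM per compound · Detection – Fluo-8 fluorescence · Read-out basis – percent inhibition of calcium signal · Controls – ATP-challenged DMSO wells low, unchallenged DMSO wells high · Repeats – no replicates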
Active calls of the source: *; . = not tested or not shown. Compounds were not picked by outcome; any-hit rate near 4.4%.

SMILES	CHRM1 antagonist	TAAR1 antag	CHRM1 agonist	CHRM1 PAM	CHO-K1 Ca antag	TAAR1 ag	CHO-K1 Ca PAM	CHO-K1 Ca ag	CHO parental Ca
CC(CN1CCN(C)CC1)OC(=O)c1cccc(Cl)c1 (stereo not given)	1	-13	-5	-3	-7	3	7	1.8	3
CCOCCCN(C(=O)CNC(=O)c1ccco1)C(C(=O)NC1CCCC1)c1cccc(OC)c1 (stereo not given)	-15	8	-2	16	-13	-2	8	1.4	-19
CCOC(=O)NC(=O)c1cn(CCNCCO)c(=O)[nH]c1=O	1	-2	-3	0	-12	3	-11	-0.1	-14
CC(NC(=O)C1CCC1)c1ccc2c(c1)OCO2 (stereo not given)	-1	12	-6	7	-12	6	17	0.1	6
c1nc(NCC2(N3CCOCC3)CCCCC2)c2ccsc2n1	12	6	-6	-4	0	5	8	0.8	-23
CCC1(CC)C(=O)C(C)(C)C(=O)OC1c1cccs1 (stereo not given)	-15	8	-2	-3	-20	12	17	0.2	4
COc1ccccc1N1C(=O)C2CC=CC(C)C2C1=O (stereo not given)	3	-1	-3	0	4	3	0	0.1	1
Cc1cc(NC(=O)c2cc(S(=O)(=O)N3CCCCC3)ccc2C)n(-c2ccccn2)n1	-16	-6	-3	0	-11	6	6	0.4	-34
Cc1cc(C)c(NS(=O)(=O)c2ccccc2)c(C)c1NS(=O)(=O)c1ccccc1	-15	0	-2	7	-14	1	13	2.6	.
CC(=O)Nc1ccc(-c2noc(-c3csc([C@@H]4C[C@H](O)[C@@H](CO)O4)n3)n2)cc1	-4	-10	-1	1	-10	1	4	-0.1	.
Cc1ccc(NC2=CC(=O)CCC2)cc1C	-9	-5	-5	8	-7	9	17	1.5	-7
CCOC(=O)CSc1nc2cc(C(=O)N3CCCC3)ccc2c(=O)n1Cc1ccccc1	-17	105*	-2	15	-9	-3	13	0.0	-17
COc1cccc(/C=C2\SC(=S)N(CCCC(=O)Nc3ccc(C(=O)O)cc3)C2=O)c1	-6	-19	-1	8	-11	4	21	0.9	-15
CC(=O)C[C@H](O)CC(=O)[C@H]1OC(=O)CCCCCCc2ccccc21	3	-28	-2	0	-6	9	-10	0.4	-12
O=C(c1cccc(C(=O)N2CCN(c3ccccc3F)CC2)n1)N1CCN(c2ccccc2F)CC1	-4	-5	-3	2	0	6	15	2.0	-30
Cc1ccc(NC(=O)CC2OC(=O)c3ccccc32)cc1S(=O)(=O)N1CCOCC1 (stereo not given)	-4	5	-2	3	-4	1	2	0.6	-15
c1cnc(N2CCSCC2)nc1	-3	15	-2	3	-1	5	0	-0.2	-9
CCCc1cc(=O)oc2cc3occ(C)c3cc12	-3	0	-4	3	-9	17	-4	-0.3	-31
COc1ccc(C2=NOC(Cn3nc(-c4ccccc4)cc3C(=O)O)C2)cc1 (stereo not given)	-13	-6	-2	19	-9	2	9	0.5	-13
O=C(CN1C(=O)NC2(CCCc3ccccc32)C1=O)c1ccc(Br)cc1 (stereo not given)	-13	9	-2	9	-7	5	12	2.5	-11
O=c1c2ccccc2nnn1CSc1nnc(C2COc3ccccc3O2)n1-c1ccccc1 (stereo not given)	-3	30	1	1	2	12	7	4.0	-12
Cn1c(C(C(=O)NCC2CCCO2)N(CCc2ccccc2)C(=O)Cn2nnc3ccccc32)nc2ccccc21 (stereo not given)	1	-23	-6	-4	-1	5	4	0.9	-23
COc1ccc(NS(=O)(=O)c2cccc(C(=O)NNC(=O)c3cc(C)oc3C)c2)cc1	0	-18	-3	1	-6	4	23	1.2	-20
CCC(C)N1CCN(S(=O)(=O)Cc2ccccc2)CC1 (stereo not given)	-1	4	-8	15	11	4	-10	0.3	-10
CN(CC(=O)Nc1c(Cl)cccc1Cl)C(=O)CNC(=O)c1ccco1	-5	1	1	12	-8	1	0	0.7	-7
CC(C)c1cc(NCC2CCCO2)n2c(nc3ccccc32)c1C#N (stereo not given)	-1	10	-3	4	-18	0	7	1.2	-21
Cc1ccc(C(=O)N2c3ccccc3Sc3ccccc32)cc1	-3	-16	-1	0	8	-1	-5	0.2	.
CCCOC(=O)CC1C(=O)NCCN1Cc1ccc(F)cc1 (stereo not given)	-5	5	-2	5	-5	0	24	1.0	0
O=C(N/N=C/c1ccc(Br)s1)c1cccnc1	6	11	-4	-4	17	1	-11	-0.6	-2
CCOCc1nc(C)c(Cl)c(NS(=O)(=O)c2ccc(N)cc2)n1	-4	-21	-3	6	-16	1	26	2.6	-6
O=C(/C=C/c1ccccc1)c1ccc2c3c(cccc13)CC2	-9	-4	-4	9	-2	0	6	-0.4	-43
COc1ccccc1Nc1nc(N)nc(CSc2nncn2C)n1	4	-5	-3	4	-25	6	25	0.4	-2
Cc1ccnc(SCC(=O)c2cccs2)n1	-16	-2	0	15	8	5	-17	-0.6	1
O=C(CN1C(=O)NC2(CCc3ccccc32)C1=O)Nc1ccccc1C(F)(F)F (stereo not given)	3	-3	3	7	2	12	-17	0.2	-4
Cc1ccc(C(=O)Nc2cccc(-c3ccc(N4CCOCC4)nn3)c2)cc1[N+](=O)[O-]	17	60*	-4	-10	3	13	2	2.1	-19
COc1cccc(C(=O)Nc2ccc(C(=O)c3ccccc3)cc2)c1	8	67*	-2	-5	5	7	5	5.0	9
O=C(NCc1ccccc1)N1CCCC1	-18	12	-2	10	-13	-1	19	0.6	-10
CCC(CO)NCc1cc(OC)c(OCC(=O)NCCc2ccccc2)cc1Br (stereo not given)	-8	-4	-10	5	-11	6	18	1.2	-21
COCCNC(=O)CN(c1cc(Cl)ccc1OC)S(C)(=O)=O	-13	-7	-2	7	-15	2	7	0.5	4
Cc1ccc(S(=O)(=O)Nc2ccc3c(c2)n(C)c(=O)n3C)c(C)c1	1	-4	1	-8	5	15	-3	4.5	-1
CC(C)C(=O)c1cn(CC(=O)NCc2ccco2)c2ccccc12	0	6	-6	3	-11	11	4	0.6	-16
CC(=O)c1ccc(OC2(C)CCN(Cc3csc4ccccc34)C2)cc1 (stereo not given)	6	1	-9	-17	-17	-2	22	0.8	.
COc1ccc(CN2CCSCC2)c(C)c1C	-13	-5	-3	3	-1	17	4	1.1	.
CSc1ncccc1C(=O)OCC(=O)NCCC1=CCCCC1	-17	-9	-2	14	-3	5	29	0.2	-30
CC1(C)Cc2c(cnn2-c2ccc(F)cc2)C(NC(=O)CCn2cncn2)C1 (stereo not given)	-5	-62	-3	1	-4	4	-8	-0.2	-21
O=C(NC(Cc1c[nH]c2ccccc12)C(=O)O)c1ccco1 (stereo not given)	-8	-4	0	11	10	3	11	-0.3	3
COc1ccc(S(=O)(=O)NCC2CCCN(Cc3ccc(OC)cc3F)C2)cc1 (stereo not given)	-3	-6	-14	2	-15	1	23	1.4	-23
CC(CNC(=O)Cn1cnc2c(OCc3ccccc3)ncnc21)c1ccccc1 (stereo not given)	9	0	-4	-4	7	2	-7	0.1	-15
OC[C@@H]1CN(Cc2cccs2)C[C@H](n2cnc3c(NC4CCC4)ncnc32)O1	-22	6	-3	13	-13	0	31	1.2	.
CCC(C)Nc1nc(SC(C(C)=O)C(C)=O)nc(N(C)C)n1 (stereo not given)	-22	11	-5	-2	-6	17	7	1.9	-15
CCCCOc1ccc(OCCNC(=O)C2CCCN2C(=O)Nc2ccccc2)cc1 (stereo not given)	-12	-30	0	12	-16	-3	15	8.8	-19
O=C(CCCOc1ccccc1)Nc1cc(S(=O)(=O)N2CCOCC2)ccc1N1CCOCC1	-12	2	-4	3	-20	5	11	-0.2	-19
CCOC(Cn1cc(C)c(=O)[nH]c1=O)OCC	-15	-10	-5	9	1	2	-1	0.0	9
CCC(c1nnnn1Cc1ccc2c(c1)OCO2)N1CCN(c2ccc(F)cc2)CC1 (stereo not given)	-21	19	-1	1	-2	12	12	2.4	-13
O=C(N/N=C\c1cccc(F)c1)c1ccc(Cn2cc(Br)c([N+](=O)[O-])n2)o1	-8	24	-7	9	10	2	8	1.5	0
CC(C)Oc1cccc(C(=O)NC(=S)Nc2ccccc2)c1	-7	2	-9	4	-5	3	16	0.3	-26
CCN(CCC(=O)O)c1ccccc1	-8	9	-1	6	14	6	-7	-0.4	-10
COc1ccc(C(=O)NC(C)c2ccc(-n3ccnc3)cc2)c(OC)c1OC (stereo not given)	-13	-18	-3	10	4	5	-8	0.8	-7
Cc1ccc(OCC(=O)N2CCCCCCC2)cc1C	-21	-11	-4	11	-5	1	0	0.0	-20
CCCSc1nnc(Cn2c(=O)sc3ccccc32)n1-c1ccccc1	-13	-11	-2	9	10	2	11	6.5	-9

Sorted by the number under CHRM1 agonist (largest number first): 3 of the compounds above.
| Molecule | CHRM1 agonist |
| --- | --- |
| CCC(c1nnnn1Cc1ccc2c(c1)OCO2)N1CCN(c2ccc(F)cc2)CC1 (stereo not given) | -1 |
| COc1ccc(C(=O)NC(C)c2ccc(-n3ccnc3)cc2)c(OC)c1OC (stereo not given) | -3 |
| O=C(N/N=C\c1cccc(F)c1)c1ccc(Cn2cc(Br)c([N+](=O)[O-])n2)o1 | -7 |

(continued)
SMILES	CHRM1 antagonist	TAAR1 antag	CHRM1 agonist	CHRM1 PAM	CHO-K1 Ca antag	TAAR1 ag	CHO-K1 Ca PAM	CHO-K1 Ca ag	CHO parental Ca
CCOC(=O)C1(C(=O)OCC)NC(=O)CC1CC (stereo not given)	-16	3	0	6	-16	1	14	0.9	.
COc1ccc(CCC(=O)NNC(=S)NCc2ccc(F)cc2)cc1	-9	-12	-1	7	-18	3	22	1.8	-5
Cc1ccc([C@@H]2[C@@H]3C(=O)N(c4ccccc4)C(=O)[C@@H]3[C@]3(C)C(=O)N(CC4CC4)CC(=O)N23)o1	3	6	-1	3	-3	1	-18	-0.2	-5
O=C1Nc2ccccc2C1=Nc1ccc(Br)cc1	-15	-16	-4	9	0	5	16	0.8	2

Compound profiles (already shown). Screens in order: CHRM1 antagonist	TAAR1 antag	CHRM1 agonist	CHRM1 PAM	CHO-K1 Ca antag	TAAR1 ag	CHO-K1 Ca PAM	CHO-K1 Ca ag	CHO parental Ca
Record of Cc1ccc([C@@H]2[C@@H]3C(=O)N(c4ccccc4)C(=O)[C@@H]3[C@]3(C)C(=O)N(CC4CC4)CC(=O)N23)o1 = 3	6	-1	3	-3	1	-18	-0.2	-5
Record of COc1ccc(CCC(=O)NNC(=S)NCc2ccc(F)cc2)cc1 = -9	-12	-1	7	-18	3	22	1.8	-5
